# Assay outcomes as filed in PubChem BioAssay.
# Giardia FBPA inh = qHTS Assay for Inhibitors of Fructose-1,6-bisphosphate Aldolase from Giardia Lamblia; A8B2U2; purified Giardia FBPA; Potency, µM (series often up to 59.6 µM), for inactives: top-dose activity, negative = inhibition, hits mostly inhibitors; 290,000 compounds, 0.71% hits; active means well fitted inhibition curve with a large enough effect; inconclusive means small, poorly fitted or top-dose-only effect, or effect the other way; further: nearly all actives have a fitted effect of over 55% in size
# Target sequence (A8B2U2 whole entry, looked up): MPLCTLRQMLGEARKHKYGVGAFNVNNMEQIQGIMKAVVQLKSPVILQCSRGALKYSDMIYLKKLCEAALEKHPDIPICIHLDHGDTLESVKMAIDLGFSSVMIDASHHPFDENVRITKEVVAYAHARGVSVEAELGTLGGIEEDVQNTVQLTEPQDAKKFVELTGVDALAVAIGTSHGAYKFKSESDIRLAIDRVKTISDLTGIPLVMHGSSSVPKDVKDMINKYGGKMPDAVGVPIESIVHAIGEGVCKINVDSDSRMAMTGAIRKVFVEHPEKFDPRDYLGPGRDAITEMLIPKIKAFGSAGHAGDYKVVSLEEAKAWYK
#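 Giardia FBPA (40 nM reagent) was preincubated 10 min at RT with compound (up to 57.5 uM final), then substrate plus GAPDH/TPI/NAD/arsenate coupling system with diaphorase/resazurin was added; resorufin fluorescence (525/598 nm) was read after 20 min.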
# The depositor's hits bear a star; ? = inconclusive; & = joins results of further samples; [ ] = another dose, or the depositor's remark. On the % scale 0 is the no-effect control and ±100 the full control effect; potency means the concentration at half of the fitted maximal effect.
Molecule | Giardia FBPA inh
O=C(O)CC[C@H](NC(=O)c1ccccc1C(=O)O)C(=O)O | -3%
Cc1nc(NC2CCCCC2)c2nc(-c3ccccc3)n(CCCN(C)C)c2n1 | 2%
COc1ccc(-c2nc3c(c4c2C[C@H](c2ccccc2)OC4)CN(S(=O)(=O)c2ccc4c(c2)OCCN4C)CC3)c(C)c1 | 6%[12.9 µM]
C=C1CCC2C(CC2(C)C)C(=O)CCC1O (centres undefined) | -8%
N#Cc1cccc(NC(=O)N2CC[C@@]3(CCCN(C(=O)c4ccncc4)C3)C2)c1 | 1%
CC(=O)OC1CC(OC(C)=O)[C@]2(C)C(CC(OC(C)=O)[C@]3(C)C2CC[C@@]2(C)C(c4ccoc4)C(=O)C4O[C@]432)C1(C)C (some centres undefined) | 3%
CC(=O)N[C@H](C(=O)O)C(C)(C)SN=O | 1%
COCCn1c(=O)c(-c2cccs2)nc2cnc(Nc3ccccc3)nc21 | 4%
COC(=O)c1ccc(C(/C=C/[C@@H](C)C(=O)NCCc2c[nH]c3ccccc23)NC(=O)OCc2ccccc2)cc1 (some centres undefined) | -2%
O=C(Oc1ccccc1)N1CCC2(CCCN(C(c3ccccc3)c3ccccc3)C2)CC1 | 1%
CCCCCCCCCCCC(=O)O[C@H](CC(=O)O)C[N+](C)(C)C | -1%
CC12C=C(/C=C/c3ccccc3)C(C)(C1)C(c1ccccc1)CC2=O (centres undefined) | -3%[12.9 µM]
O=C(N/N=C1/C[C@@H](O)[C@@H](O)[C@@H]2[C@@H]3C(=O)N(C[C@@H]4CCCO4)C(=O)[C@H]3CC[C@H]12)OCc1ccccc1 | -1%[12.9 µM]
COc1cc2c(cc1OC)-c1cc3nc4ccccc4nc3n1C(C)(C)C2 | -13%
COC(=O)[C@@]1(Cc2ccc(OC)cc2)[C@H]2c3cc(C(=O)N(C)C)n(Cc4cc(F)c(F)c(F)c4)c3C[C@H]2CN1C(=O)c1ccccc1 | -9%
COC(=O)c1ccc(C(NC(=O)OCc2ccccc2)/C(C)=C/[C@@H](C)C(=O)NCc2cc(C)on2)cc1 (some centres undefined) | 1%
COC(=O)[C@@]1(Cc2ccc(F)cc2)[C@H]2c3cc(C(=O)N4CCCC4)n(Cc4ccc(S(C)(=O)=O)cc4)c3C[C@H]2CN1C(=O)c1ccccc1 | -2%
CCCCC(=O)NCCc1c(Cc2ccccc2)[nH]c2ccccc12 | -3%
COc1ccccc1CCn1c(=O)c(-c2ccccc2)nc2cncnc21 | -8%
Nc1ccccc1C(=O)CC(N)C(=O)O (centres undefined) | ?
COC(=O)C(C(=O)OC)[C@@H]1c2ccccc2[C@H]2C(=C[C@@H](C)[C@H]3C(=O)N(c4ccccc4)C(=O)[C@H]32)N1C(=O)OC | 3%[12.9 µM]
OC[C@@H]1O[C@@H](n2cnc3c(NC4CCCC4)ncnc32)[C@H](O)[C@H]1O | -11%
CCc1cc2c(nc1CC)CCN(CC/C(C)=N/O[C@@H](C)CN1CCCc3nc(C)c(C)cc31)C2 | -2%[12.9 µM]
C=CCOC(=O)N[C@H](/C(C(=O)OC)=C(\C)NCc1ccccc1)c1cccc(F)c1 | -2%
CCCCC/C=C\C[C@@H](/C=C/C=C\C/C=C\CCCC(=O)O)OO | 6%
COc1cccc(-c2ccc3ncnc(N(C)C)c3c2)c1 | -1%
CC[C@]1(O)CC(O[C@@H]2CC(N(C)C)C(O)C(C)O2)c2c(cc3c(c2O)C(=O)c2c(O)cccc2C3=O)C1C(=O)OC (some centres undefined) | ?
CC(=O)/C(C)=N\O | 9%
COc1ccc(O[C@H]2C=C[C@@H](c3ccccc3)O[C@H]2CO/N=C(/C)CCC(=O)OC[C@@H]2O[C@H](c3ccccc3)C=C[C@@H]2Oc2ccc(OC)cc2)cc1 | -3%[12.9 µM]
CC[C@@H](c1ccccc1)n1c(=O)n2n(c1=O)[C@H]1[C@H](O)[C@H]3O[C@@H]3/C(=N/OC[C@@H](O)COCc3ccco3)[C@@H]1CC2 | 2%[12.9 µM]
N#Cc1cccc(NC(=O)N2CCCC3(CCN(S(=O)(=O)c4ccccc4)CC3)C2)c1 | -20%
COC(=O)C1=C(C)N(Cc2ccccc2)C2=C3C(=O)N(C)C(=O)C3[C@@](O)(C(=O)OC)C(=O)N2C1c1ccccc1 (some centres undefined) | 5%&0%[12.9 µM]
COc1ccc(COC(=O)N/N=C2/C[C@@H](O)[C@@H](O)[C@@H]3[C@@H]4C(=O)N(C5CCCCC5)C(=O)[C@H]4CC[C@H]23)cc1 | 5%[12.9 µM]
CCOC(=O)CCN1C(=O)[C@H]2[C@H]3[C@H](O)[C@H](O)C/C(=N/OCC(C)C)[C@@H]3CC[C@@H]2C1=O | 0%[12.9 µM]
O=C(N/N=C1/C[C@@H](O)[C@@H](O)[C@@H]2[C@@H]3C(=O)N(Cc4ccc5c(c4)OCO5)C(=O)[C@H]3CC[C@@H]12)OCc1ccccc1 | 0%[12.9 µM]
COc1ccc(C2c3cc(OC)c(OC)cc3Cc3c4cc(OC)c(OC)cc4cc[n+]32)cc1OC (centres undefined) | 1%
Cc1cc(=O)oc2cc(O)c(O)cc12 | -11%
Oc1ccc2c3c1O[C@H]1c4oc5ccccc5c4C[C@]4(O)[C@H](C2)N(CC2CC2)CC[C@@]314 | 4%
CCNc1ncc2nc(-c3ccc(OC)cc3)c(=O)n(CCOC)c2n1 | 6%
COC(=O)[C@H](Cc1ccccc1)NC(=O)C/C=C\[C@@H](C)[C@@H](CO)OC | -1%[12.9 µM]
COc1ccc2[nH]c3c(c2c1)CCNC3=O | 0%
Cc1c(C(=O)c2ccc3ccccc3c2)c2cccc3c2n1[C@H](CN1CCOCC1)CO3 | -19%
CCNc1ncc2nc(-c3ccc(F)cc3)c(=O)n(CCc3ccccc3)c2n1 | 5%
NCCC(O)C(=O)NC1C[C@@H](N)[C@H](O[C@@H]2OC(CN)C(O)C(O)C2O)C(O)[C@H]1O[C@H]1OC(CO)C(O)C(N)C1O (some centres undefined) | 12%
COC(=O)c1nnc(SC)nc1C(=O)OC | -4%
C[C@H]1Cc2c(-c3ccccc3)nc3c(c2CO1)CN(C(=O)c1cc(I)ccc1F)CC3 | 0%[12.9 µM]
COc1ccccc1CNc1ccnc(-c2c(C)noc2C)n1 | -5%
COc1ccc(-n2c(=O)c(C)nc3cnc(Oc4cccc(Cl)c4)nc32)cc1 | 0%
O=C(O)c1ccc(NS(=O)(=O)c2ccsc2C(=O)O)c(O)c1 | -8%
COc1ncc2nc(-c3ccc(F)cc3)c(=O)n(C3CC3)c2n1 | 10%
COCC(=O)N1CCC2(CCCN(c3ncccn3)C2)CC1 | 0%
NC(=NCCCC(N)C(=O)O)N[N+](=O)[O-] (centres undefined) | -12%
N[C@H](Cc1ccc(O)c(O)c1)C(=O)O | ?
COc1ccc(C(=O)N2CCC3(CCCN(Cc4ccc(C#N)cc4)C3)CC2)cc1 | -1%
O=C1[C@H]2[C@H]3[C@H](O)[C@H](O)C/C(=N/OCc4ccccc4)[C@@H]3CC[C@@H]2C(=O)N1C[C@@H]1CCCO1 | -7%[12.9 µM]
CC/C=C\C/C=C\C/C=C\C/C=C\C/C=C\CCCC(=O)NCCc1ccc(O)c(O)c1 | -1%

# Later entries
Molecule | Giardia FBPA inh
CCCCCC1=C2CNC(Cc3ccccc3)(C(=O)OC)C=C2C(C)C1=O (centres undefined) | -27%
COc1cc(N)c(Cl)cc1C(=O)CCC1CCN(CCNS(C)(=O)=O)CC1 | 2%
COc1ccc(COC(=O)N/N=C2/C[C@@H](O)[C@@H](O)[C@@H]3[C@@H]4C(=O)N([C@@H](C)c5ccccc5)C(=O)[C@H]4CC[C@@H]23)cc1 | 0%[12.9 µM]
CC(C)(C)OC(=O)NCCCCC1=CC2=CC(=O)C(C)(OC(=O)c3cccs3)C(=O)C2=CO1 (centres undefined) | -8%
NC1(C(=O)O)C[C@H](C(=O)O)[C@H](C(=O)O)C1 (some centres undefined) | -9%
O=C(O)c1sccc1S(=O)(=O)Nc1ccccc1N1CCCCC1 | 12%
COCC1=Cc2cc3c(cc2C(C(C(=O)OC)C(=O)OC)N1C(=O)OC)OCO3 (centres undefined) | 3%
C=CC1=C2C=C(C3CC3)N(CCOC)C=C2C(=O)C(C)(OC(=O)c2ccco2)C1=O (centres undefined) | ?
C/C=C(\C)C(=O)O[C@H]1C[C@@]2(C)CCC(C(C)C)C2(O)CC[C@@]1(C)O (some centres undefined) | 1%
CC(C)=CCC/C(C)=C/CO/N=C1/[C@H]2O[C@@H]2[C@@H](O)[C@H]2[C@H]1CCn1c(=O)n(Cc3cc4c(cc3Cl)OCO4)c(=O)n12 | 3%[12.9 µM]
CC(=O)N1C2(C=CC1(C)C(=O)NCCN1CCOCC1)CCCCC2 (centres undefined) | 0%
O=c1c(-c2cccs2)nc2cnc(N3CCOCC3)nc2n1CCc1ccccc1 | 3%
C=CCCC/C=C(/C)C(OCc1ccc(OC)cc1)C(CC/C=C(\C)C(N)=O)OC (centres undefined) | -3%[12.9 µM]
O=c1c(-c2cccc(Cl)c2)nc2cncnc2n1C1CC1 | 6%
N#Cc1cccc(NC(=O)N2CC3(CCN(C(=O)c4cc(C(F)(F)F)cc(C(F)(F)F)c4)CC3)C2)c1 | -3%
COc1ccc(O[C@H]2C=C[C@@H](c3ccccc3)O[C@H]2COC(=O)NCc2cccc3ccccc23)cc1 | -1%[12.9 µM]
C[C@H]1COC(=O)[C@H](Cc2ccccc2)NC(=O)[C@@H](C)COC(=O)[C@H](Cc2ccccc2)NC1=O | 1%[12.9 µM]
COc1cccc([C@@H]2Oc3ccc(Br)cc3C(=O)[C@H]2OC(=O)Nc2cc(OC)c(OC)c(OC)c2)c1 | -8%
Nc1nc2c(ncn2C2OC(COC(=O)c3ccccc3)C(OC(=O)c3ccccc3)C2OC(=O)c2ccccc2)c(=O)[nH]1 (centres undefined) | -6%
CCOC(=O)NC[C@H](Cc1ccc(OCCc2nc(-c3ccccc3)oc2C)cc1)N/C(C)=C\C(=O)c1ccc(C(F)(F)F)cc1 | -7%
CO[C@H]1COC(=O)CCC[C@@H](C)[C@H](OC)COC(=O)[C@@H](C)NC(=O)C/C=C\[C@@H]1C | 2%[12.9 µM]
Cc1nc2cnc(N3CCNCC3)nc2n(C)c1=O | 0%
CCOC(=O)/C=C/CCC/C=C/C(=O)c1ccccc1 | 0%
COC(=O)N1CCC2(CCCN(C(c3ccccc3)c3ccccc3)C2)CC1 | 3%

# Six entries from above, ordered by length of the SMILES, lowest first.
Molecule | Giardia FBPA inh
Cc1nc2cnc(N3CCNCC3)nc2n(C)c1=O | 0%
COC(=O)N1CCC2(CCCN(C(c3ccccc3)c3ccccc3)C2)CC1 | 3%
COc1ccc(O[C@H]2C=C[C@@H](c3ccccc3)O[C@H]2COC(=O)NCc2cccc3ccccc23)cc1 | -1%[12.9 µM]
COc1cccc([C@@H]2Oc3ccc(Br)cc3C(=O)[C@H]2OC(=O)Nc2cc(OC)c(OC)c(OC)c2)c1 | -8%
CO[C@H]1COC(=O)CCC[C@@H](C)[C@H](OC)COC(=O)[C@@H](C)NC(=O)C/C=C\[C@@H]1C | 2%[12.9 µM]
C[C@H]1COC(=O)[C@H](Cc2ccccc2)NC(=O)[C@@H](C)COC(=O)[C@H](Cc2ccccc2)NC1=O | 1%[12.9 µM]

# (next part)
Molecule | Giardia FBPA inh
C1CCN2C[C@H]3C[C@H](CN4CCCCC34)C2C1 (some centres undefined) | 2%&5%
CCOC(=O)N/N=C1/C[C@@H](O)[C@@H](O)[C@@H]2[C@@H]3C(=O)N(Cc4ccc5c(c4)OCO5)C(=O)[C@H]3CC[C@H]12 | 3%[12.9 µM]
CCC1=C2CC[C@H]3C(=O)NC(=O)[C@H]3[C@H]2[C@@]2(C)C(=O)N(CC3CC3)C(=O)N2C1=O | 1%
Cc1noc(C)c1C(=O)N1CCC2(CCCN(C(=O)Nc3ccccc3)C2)CC1 | 10%
CCC/C=C/C(C)O (centres undefined) | 2%
CCCCc1nc2c(c3c1CC(C)OC3)CN(CCOc1ccccc1)CC2 (centres undefined) | -5%[12.9 µM]
FC(F)(F)c1ccc(CN2C[C@@H]3C(c4ccc(C(F)(F)F)cc4)C4(c5ccccc5)CC3(C4)[C@H]2c2ccccc2)cc1 (some centres undefined) | -2%
C=CCN1c2ccccc2[C@]23C[C@@H](C(=O)OC)N(C(=O)COCc4ccccc4)C2=NC(C(=O)OC)=C(C(=O)OC)[C@H]13 | 6%[12.9 µM]
COc1ccccc1-c1cncnc1NCCN1CCOCC1 | -4%
CN1CCN(c2ncc3nc(CCc4ccccc4)c(=O)n(C)c3n2)CC1 | 0%
NC(=S)NCCCC(N)C(=O)O (centres undefined) | -2%
CCN1C(=O)[C@H]2[C@H]3[C@H](O)[C@H](O)C/C(=N/O[C@@H](C)c4cn([C@H](CO)Cc5ccccc5)nn4)[C@@H]3CC[C@@H]2C1=O | 1%&0%[12.9 µM]
FC(F)(F)c1ccccc1-c1cc(NCCN2CCOCC2)ncn1 | 2%
CC(C)(c1ccc(OC[C@@H]2CO2)cc1)c1ccc(OC[C@H]2CO2)cc1 | 4%
N#Cc1nc(Nc2ccccc2)nc(NC2CCCCC2)n1 | -2%
C[C@]12O[C@H]1[C@@H](O)C(Br)=C(CO)[C@H]2O | -25%
Cc1ccc(NC(=O)c2cccc(N(C)C)c2)cc1NC(=O)c1ccc(O)cc1 | -11%
CC1(C)C(O)CC(=O)[C@]2(C)C1CC(=O)[C@]1(C)C2CC[C@@]2(C)C(c3ccoc3)OC(=O)C3O[C@@]321 (some centres undefined) | 4%

# Only part of the results is shown; count on the stated rates, not on these rows.
